uPA surface inh: qHTS for Inhibitors of Cell Surface uPA Generation; cell surface uPA generation assay, qHTS; Potency, µM (top dose mostly 38.3 µM), for inactives: at the highest dose activity change, negative = inhibition, actives largely listed as inhibitors; 330,000 compounds, 0.31% hits; active = well fitted inhibition curve with a large enough effect; inconclusive = small, poorly fitted or top-dose-only effect; inactive = no such curve, though single readings can be large or run the other way; tested in mouse RAW 264.7 cells; note: % is set by controls: 0 for no effect and ±100 for the full control effect; nearly all actives have a fitted effect of over 55% in size
p53 reactivator: qHTS assay for re-activators of p53 using a Luc reporter; H1299 p53-A138V BP100-luciferase reporter, luminescence, 24 h; Potency, µM (series often up to 92.2 µM), for inactives: top-dose activity change, positive = activation, actives largely listed as activators; 320,000 compounds, 0.063% hits; AID 504706, 2011; note: % of control where 0% means no effect; nearly all actives have a fitted effect of over 45% in size
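p53-null H1299 cells stably carrying temperature-sensitive p53-A138V and a BP100-luciferase reporter were pinned with compounds (4-point, 1:5 series) and held 24 hrs at 37 deg C. Luminescence was read 10 min after detection reagent.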
Rab9 prom act: qHTS Assay for Rab9 Promoter Activators; AID 485297, 2010; Huh7 Rab9 promoter-luciferase reporter, luminescence, 24 h; 320,000 compounds, 2.8% hits; Potency, µM (top dose mostly 9.22 µM), for the others: top-dose activation, negative = inhibition, actives largely listed as activators; note: % of control where 0% means no effect; nearly all actives have a fitted effect of over 60% in size
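Luminescence from Amplite-detected luciferase (10 minutes, ambient) reports Rab9 promoter activation. Before that, stable Rab9-luciferase Huh7 cells (1500/well, reduced-serum OP-MEM I plus 10% FBS) were exposed to compound for 24 hours at 37C.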
BRCA1 expr act: qHTS Assay to Identify Small Molecule Activators of BRCA1 Expression. AID 624202, 2012. Potency, µM (doses to about 46.1 µM), for the others: at the highest dose activation, actives largely listed as activators. MCF7-BRCA1-FFLuc reporter, luminescence, 48 h; response scale: scaled: vehicle 0%, 10 µM genistein 100%. 380,000 compounds, 1.1% hits; note: nearly all actives have a fitted effect of over 80% in size; some results filed as inactive show a strong effect at the top dose
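Cells: MCF7-BRCA1-FFLuc, 2000/well. Exposure: 48 h, 37 °C, 5% CO2. Read: luminescence, 15 min post-substrate. Controls: genistein 10 microM (maximal activation), DMSO (neutral).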
ELG1 genotoxic: qHTS screen for small molecules that induce genotoxicity in human embryonic kidney (HEK293T) cells expressing luciferase-tagged ELG1; HEK293T ELG1-luciferase reporter, luminescence, 16 h; Potency, µM (top dose mostly 46 µM), without a hit: at the highest dose activity change, positive = activation, most hits filed as activators; 330,000 compounds, 1.3% hits; AID 504466, 2011; note: % of control where 0% means no effect; nearly all actives have a fitted effect of over 60% in size
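Step 1: seed 2,000 HEK293T ELG1-luciferase cells per well. Step 2: add compound or DMSO, incubate 16 hr at 37 °C. Step 3: ONE-Glo, 30 min at room temperature, read luminescence.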
FLuc modulator: qHTS profiling assay for firefly luciferase inhibitor/activator using purifed enzyme and Km concentrations of substrates (counterscreen for miR-21 project). Luciferin 4-monooxygenase (Photinus pyralis), P08659. purified FLuc, Km substrates, luminescence inhibition. Potency, µM (titrated, usually from 57.5 µM), for the others: at the highest dose activity change, negative = inhibition, actives largely listed as inhibitors. 360,000 compounds, 6.9% hits;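 note: plate controls were vehicle for no effect and reference inhibitor for full effect; nearly all actives have a fitted effect of over 55% in size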
Target sequence (P08659 whole entry, looked up): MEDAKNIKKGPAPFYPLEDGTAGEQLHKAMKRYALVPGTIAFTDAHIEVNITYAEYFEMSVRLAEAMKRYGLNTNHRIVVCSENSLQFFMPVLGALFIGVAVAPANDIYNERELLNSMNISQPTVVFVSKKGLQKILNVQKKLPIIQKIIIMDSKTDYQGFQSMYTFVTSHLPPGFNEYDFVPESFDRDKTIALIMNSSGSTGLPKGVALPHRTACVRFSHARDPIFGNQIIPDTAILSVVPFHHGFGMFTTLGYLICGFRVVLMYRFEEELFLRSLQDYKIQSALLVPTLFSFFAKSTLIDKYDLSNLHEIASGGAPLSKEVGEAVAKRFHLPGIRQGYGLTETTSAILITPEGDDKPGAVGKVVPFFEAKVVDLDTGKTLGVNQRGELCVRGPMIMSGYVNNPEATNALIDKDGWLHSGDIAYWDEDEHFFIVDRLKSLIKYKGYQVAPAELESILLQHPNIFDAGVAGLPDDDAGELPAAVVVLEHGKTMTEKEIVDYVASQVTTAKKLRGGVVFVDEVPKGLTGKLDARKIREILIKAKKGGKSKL
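Purified P. pyralis luciferase, 10 nM final, with Km-level 10 uM D-luciferin and 10 uM ATP in 50 mM Tris acetate pH 7.5, 10 mM Mg acetate, 0.01% Tween-20, 0.05% BSA; 6-point qHTS titration about 60 µM downward; luminescence read.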
VP16 counter: VP16 counterscreen qHTS for inhibitors of ROR gamma transcriptional activity; Drosophila S2 Gal4-VP16 UAS-luciferase, luminescence, 20 h; Potency, µM (highest dose often 53.6 µM), for inactives: at the highest dose activity, negative = inhibition, hits mostly inhibitors; 310,000 compounds, 3.5% hits;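 note: Gal4-VP16 expression switched on by copper sulfate through the metallothionein promoter; % is set by controls: 0 for no effect and ±100 for the full control effect; nearly all actives have a fitted effect of over 50% in size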
NPC1 prom act: qHTS Assay for NPC1 Promoter Activators | Huh7 NPC1 promoter luciferase reporter, 24 h | Potency, µM (highest dose often 9.22 µM), inactives show at the top dose activation, actives largely listed as activators | AID 485313, 2010 | 320,000 compounds, 2.4% hits;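 note: % of control where 0% means no effect; nearly all actives have a fitted effect of over 60% in size; reporter is driven by a mutant NPC1 promoter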
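Cells: Huh7 expressing luciferase under the NPC1 promoter, 1500/well. Seeded 2 h, compound added, incubated 24 h at 37 °C. Luciferase reagent, 10 min ambient, then luminescence.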
RORgamma inh: qHTS for inhibitors of ROR gamma transcriptional activity. Drosophila S2 Gal4-RORgamma UAS-luciferase reporter, 20 h. Potency, µM (series often up to 53.6 µM), without a hit: top-dose activity change, negative = inhibition, usual class: inhibitors. 310,000 compounds, 5.4% hits; note: % is set by controls: 0 for no effect and ±100 for the full control effect; nearly all actives have a fitted effect of over 60% in size
Target sequence (P51450 whole entry, looked up, the tested form may be a part): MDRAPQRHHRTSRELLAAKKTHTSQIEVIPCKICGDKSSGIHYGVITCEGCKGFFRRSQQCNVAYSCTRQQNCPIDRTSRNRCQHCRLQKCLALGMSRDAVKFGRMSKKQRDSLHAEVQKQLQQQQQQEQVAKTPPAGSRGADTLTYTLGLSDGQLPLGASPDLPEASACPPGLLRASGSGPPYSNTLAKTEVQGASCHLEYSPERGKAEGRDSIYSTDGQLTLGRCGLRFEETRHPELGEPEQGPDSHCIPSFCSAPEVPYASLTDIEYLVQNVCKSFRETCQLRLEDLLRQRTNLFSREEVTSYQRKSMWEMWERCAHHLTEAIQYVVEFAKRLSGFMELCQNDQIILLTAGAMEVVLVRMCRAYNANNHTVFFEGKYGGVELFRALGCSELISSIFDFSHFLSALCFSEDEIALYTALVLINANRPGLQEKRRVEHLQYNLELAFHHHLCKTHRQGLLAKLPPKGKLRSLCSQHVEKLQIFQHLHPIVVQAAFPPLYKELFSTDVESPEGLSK
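Luminescence from a UAS-regulated Photinus luciferase reporter in stably transfected Drosophila Schneider cells is measured; decreased signal marks ROR gamma inhibition. Fusion expression is induced by 700 uM copper sulfate for 20 hr.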
MBNL1-CUG inh: qHTS Assay for Inhibitors of MBNL1-poly(CUG) RNA binding. TR-FRET MBNL1-His/biotin-(CUG)12 binding, 665/545 ratio. Potency, µM (top dose mostly 57.5 µM), inactives show top-dose activity change, negative = inhibition, hits mostly inhibitors. 280,000 compounds, 0.036% hits; active = well fitted inhibition curve with a large enough effect in the signal ratio, with a control signal flat, not every such curve was filed as active; inconclusive = small, poorly fitted or top-dose-only effect, or effect the other way, or a change in a side signal; inactive = no such curve, though single readings can be large or run the other way; the % refers to the signal ratio; note: % is set by controls: 0 for no effect and ±100 for the full control effect
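Compounds (final 92 nM to 58 uM) are added to His-tagged MBNL1 and biotin-(CUG)12, then terbium anti-His antibody and streptavidin-XL665 (5 nM final). After 60 min at room temperature, the 665/545 nm ratio is read.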
* marks the source's active call; other numbers are inactive results; ? = inconclusive; . = no result given; & = joins results of further samples; [ ] = dose if it differs, or a comment. Unless noted, calls come from the whole dose curve; as a rule, active = well fitted curve in the direction sought with a large enough effect; inconclusive = small, poorly fitted or top-dose-only effect, or another doubt; inactive = no such curve, though single readings can be large; an effect the other way counts as inactive or inconclusive. Potency is the fitted concentration of half-maximal effect.

Molecule	BRCA1 expr act	Rab9 prom act	VP16 counter	p53 reactivator	ELG1 genotoxic	RORgamma inh	MBNL1-CUG inh	FLuc modulator	uPA surface inh	NPC1 prom act
CCCCC(=O)N1C/C=C\C(c2ccc(OC)cc2)N(Cc2ccc(F)cc2)C(=O)C1 (stereo not given)	0%	-4%	2%	-2%	-5%	13%	-2%	2%	0%	-7%
Cc1ccc(CNC(=O)COC(=O)[C@@H]2CC(O)CN2S(=O)(=O)c2ccc3c(c2)OCCO3)cc1 (stereo not given in full)	2%	-8%	-7%	-5%	0%	23%	-20%	0%	4%	-4%
Cn1cccc1/C=C(/C#N)C(N)=S	-5%	2%	-14%	-5%	-1%	1%	?	-11%	13%	-2%
COc1c(F)c(F)c(C(=O)Nc2ccc(NC(=O)c3ccco3)cc2)c(F)c1F	10%	1%	8%	-5%	6%	2%	0%	5%	-5%	-2%
O=C(NCC(c1cccs1)N1CCOCC1)c1ccco1 (stereo not given)	-89%[inhibitor]	5%	7%	6%	0%	42%	-14%	1%	-11%	-1%
Cc1ccc(-c2cc([C@H]3[C@H]4C=CC[C@@H](C)[C@@H]4C(=O)N3Cc3ccccc3)ccc2F)cc1	-22%	-2%	10%	-4%	-7%	5%	-6%	0%	-23%	-4%
CCOC(=O)N1CCN(c2nc(-c3ccc(F)cc3)cs2)CC1	-2%	-2%	17%	?	?	?	1%	19µM*	1%	-3%
N/C(=N\OC(=O)Cc1ccc(-c2ccccc2)cc1)c1cccnc1	-19%	-6%	?	-4%	-3%	?	-1%	0%	.	-6%
O=c1c2ccccc2n2c(-c3ccc(C(F)(F)F)cc3)nnc2n1Cc1ccccc1	-28%	-2%	4%	-3%	0%	31%	-12%	0%	0%	-3%
Cc1ccc(-c2nnc(-c3ccncc3)n2-c2ccc(C)cc2)cc1	-22%	-3%	8%	29%	6%	-2%	2%	-17%	.	-5%

Next section (two carried over from the part before).
Molecule	BRCA1 expr act	Rab9 prom act	VP16 counter	p53 reactivator	ELG1 genotoxic	RORgamma inh	MBNL1-CUG inh	FLuc modulator	uPA surface inh	NPC1 prom act
O=c1c2ccccc2n2c(-c3ccc(C(F)(F)F)cc3)nnc2n1Cc1ccccc1	-28%	-2%	4%	-3%	0%	31%	-12%	0%	0%	-3%
Cc1ccc(-c2nnc(-c3ccncc3)n2-c2ccc(C)cc2)cc1	-22%	-3%	8%	29%	6%	-2%	2%	-17%	.	-5%
O=C(NCC1CCCO1)c1sc2ccccc2c1Cl (stereo not given)	?	?	3%	36%	?	-38%	18%	19µM*	-2%	?
Cc1ccccc1NC(=O)c1oc(=O)c2ccccc2c1-c1ccccc1	-25%	-12%	-5%	-8%	-1%	28%	19%	-2%	-13%	0%
O=C(OCC(=O)N(C1CCCCC1)C1CCCCC1)c1cnccn1	-13%	0%	-4%	-5%	2%	-18%	-15%	8%	0%	1%
O=C(CNC(=O)c1cccc(F)c1)OCc1cc(=O)n2cc(Br)ccc2n1	-4%	-1%	5%	3%	5%	9%[10 µM]	.	?	24%	-2%
COc1cccc(CC(NC(C)=O)C(=O)NC2CCN(C(=O)C3CC3)CC2)c1OC (stereo not given)	0%	13%	-10%	2%	1%	-4%	1%	0%	5%	-1%
O=C1CC(=O)N(CCc2ccc(F)cc2)C(=O)N1	-7%	-7%	-1%	-1%	2%	1%	5%	-1%	4%	3%
CN(C1CCS(=O)(=O)C1)S(=O)C12CC3CC(CC(C3)C1)C2 (stereo not given)	-4%	0%	-4%	-1%	1%	?	0%	2%	-2%	-9%
COc1cccc(Nc2nc(N)nc(CCl)n2)c1	1%	-50%[inhibitor]	-21%	-11%	-7%	-19%	7%	21µM*	-13%	-41%[inhibitor]
Cc1ccccc1OCc1nc2ccccc2c(=O)n1/N=C/c1cn[nH]c1-c1ccc(Br)cc1	-33%	-1%	?	-4%	-12%	?	?	3%	1%	0%
CCC(Oc1ccc(C)cc1)C(=O)Nc1ccc(S(=O)(=O)Nc2nccs2)cc1 (stereo not given)	-14%	-4%	7%	-4%	1%	12%	-4%	4%	-2%	-5%
N#CCCSCc1ccc2oc(C(=O)O)cc2c1	4%	-7%	-2%	-9%	3%	-4%	1%	?	.	-1%
O=C(/C=C/c1c[nH]c2ccccc12)c1ccccc1	0%	3.5µM*	?	?	16µM*	-1%	-8%	5.4µM*	-4%	3.2µM*
CN1CCN(C2=Nc3cc(F)ccc3Cc3ccccc32)CC1	.	-3%	2%&-3%	.	.	2%&2%	-8%	-1%	.	-5%
O=C(COC(=O)c1cc(-c2ccco2)nc2ccccc12)NCc1ccc2c(c1)OCO2	19%	1%	-8%	-3%	0%	?	26%	-6%	-5%	-1%
Cc1ccc(CN(C(=O)COc2ccc(Br)cc2)C2CCS(=O)(=O)C2)o1 (stereo not given)	-2%	0%	-5%	-5%	-4%	14%	12%	5%	4%	-1%
CC(C)C(C)(C#N)NC(=O)CN1C(=O)NC2(CCCc3ccccc32)C1=O (stereo not given)	-7%	16%	3%	1%	0%	0%	-3%	5%	-1%	2%
C/C(=N/OCC(=O)Nc1ccccc1)c1cccs1	6%	?	18%	14%	?	?	-1%	9.5µM*	6%	?
CC(NC(=O)CC1Sc2ccccc2NC1=O)c1ccccc1 (stereo not given)	-4%	-9%	-19%	-3%	-1%	1%	-8%	2%	4%	-3%
CCc1ccc(NC(=O)N(Cc2cccnc2)Cc2ccco2)cc1	0%	4%	-4%	-7%	-1%	11%	-1%	0%	.	-1%
CCN(c1ccc(C)c(C)c1)S(=O)(=O)c1ccc2c(c1)CCN2C(=O)CCC(=O)O	-3%	3%	-3%	-1%	-1%	-12%	-1%	3%	-5%	-1%
Cc1nc(-c2ccc(F)cc2)c(CC(=O)N2CCN(S(=O)(=O)c3cccc(F)c3)CC2)s1	-30%	-3%	.	0%	-30%	.	.	1%	-1%	-4%
COc1ccc2oc(=O)c(-c3csc(Nc4cccc(O)c4)n3)cc2c1	-71%[inhibitor]	-2%	-15%	21%	0%	41%	22%	1.7µM*	-1%	11%
O=S1(=O)N=CN(Cc2cccc(F)c2)c2ccccc21	0%	-4%	-3%	1%	1%	-5%	-6%	7%	-2%	1%
CCCCC(=O)Nc1cccc(-c2csc(-c3ccccc3)n2)c1	0%	-6%	-1%	?	-1%	20%	6%	?	-5%	7%
COc1ccc(C2Cc3ccccc3C(=O)O2)cc1 (stereo not given)	43%	-7%	0%	-11%	3%	15%	-10%[11.5 µM]	?	-2%	-6%
COCn1c(=O)c2c(nc(SC3=NCCS3)n2Cc2ccccc2C)n(COC)c1=O	1%	-2%	2%	-3%	-1%	-29%	-1%	-4%	0%	-3%
CCC(=O)N1CCc2cc(S(=O)(=O)NCCC(=O)NC3CCCc4ccccc43)ccc21 (stereo not given)	-43%	-2%	3%	-18%	4%	40%	-4%	-9%	-2%	2%
CC(=O)Nc1ccc(S(=O)(=O)NCC(=O)NNC(=O)COc2ccccc2Cl)cc1	-5%	-3%	.	5%	-2%	.	.	-5%	2%	-2%
O=C(N/N=C/c1cc(Br)cc(Br)c1O)c1ccncc1	-94%	-28%	-26%	1%	?	4µM*	-1%	-18%	-15%	-32%[inhibitor]
CC(C)CCNC(=O)c1c[nH]c2ccc(S(=O)(=O)N3CCOCC3)cc2c1=O	-2%	3%	-3%	-7%	-1%[9.26 µM]	26%	-5%	2%	4%	-4%
O=C(COC(=O)/C=C/c1ccccc1Cl)NCCc1ccc(Cl)cc1Cl	-6%	3%	-23%	5%	0%	?	-12%	11%	12%	-2%
CC(C)Oc1ccc(S(=O)(=O)N2CCOCC2)cc1NC(=O)C1=NN(c2ccccc2)C(=O)CC1	-63%	-7%	.	-6%	-2%	.	.	7%	-1%	-5%
CN(C)S(=O)(=O)c1ccc(Cl)c(-c2nnc3n2CCCCC3)c1	-7%	2%	6%	4%	3%	0%	-4%	-1%	3%	1%
COc1ccc(S(=O)(=O)Nc2cccc3c2O[C@H](CN(C)Cc2ccc(-c4ccccc4)cc2)[C@@H](C)CN([C@H](C)CO)C3=O)cc1	-62%	.	.	-6%	-7%	.	.	.	?	.
CC(C)(C)OC(=O)N1CCCN(C(=O)Nc2ccccc2)CC1	2%	-3%	0%	-1%	1%	16%	-1%	4%	7%	1%
Cc1cccc(N2CC(C(=O)OCC(=O)c3c(N)n(CC(C)C)c(=O)n(C)c3=O)CC2=O)c1C (stereo not given)	-9%	2%	.	3%	-1%	.	.	0%	-7%	0%
